CRFR2-BP antag: CRF-BP/CRF-R2 complex antagonism; HEK293 CRF-R2/CRF-BP, CRF-induced calcium fluorescence; inhibition, % at 11.8 µM; actives 0.59% (n = 350,000);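 active means inhibition of the ligand-induced calcium signal above about 50% at the single tested concentration, limit read from the data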
M5 ag: agonists of human muscarinic M5 receptor (CHRM5); P08912; CHO-K1 hM5 cells, Fluo-8 calcium fluorescence; 0% DMSO wells, 100% maximal acetylcholine response; activation, % at 3 µM; actives 0.19% (n = 360,000);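 active means activation above the run's mean over test compounds plus 3 SD, cut at about 23% in these data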;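 further: signal is peak over basal fluorescence ratio across the kinetic read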
Target sequence (P08912 whole entry, looked up): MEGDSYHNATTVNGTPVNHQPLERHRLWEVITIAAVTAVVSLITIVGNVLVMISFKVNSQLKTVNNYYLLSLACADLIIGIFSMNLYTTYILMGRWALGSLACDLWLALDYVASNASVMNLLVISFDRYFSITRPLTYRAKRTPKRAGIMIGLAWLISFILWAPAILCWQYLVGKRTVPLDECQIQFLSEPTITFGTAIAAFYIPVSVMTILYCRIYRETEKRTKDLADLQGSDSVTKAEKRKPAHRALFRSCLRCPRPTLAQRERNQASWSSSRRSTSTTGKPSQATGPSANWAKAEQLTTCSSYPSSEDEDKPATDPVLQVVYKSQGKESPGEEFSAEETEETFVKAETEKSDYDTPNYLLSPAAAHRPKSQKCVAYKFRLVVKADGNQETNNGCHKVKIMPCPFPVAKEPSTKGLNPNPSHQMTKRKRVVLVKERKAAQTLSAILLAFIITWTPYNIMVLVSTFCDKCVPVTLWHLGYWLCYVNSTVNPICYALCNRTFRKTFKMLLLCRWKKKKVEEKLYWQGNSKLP
M5 antag: antagonists of human muscarinic M5 receptor (CHRM5) | inhibition, % at 3 µM | actives 0.59% (n = 360,000) | AID 624040 | P08912 | CHO-hM5 cells, Fluo-8 calcium fluorescence, ACh EC80;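 active means inhibition above a per-plate cutoff, the mean of that plate's test compounds plus 3 SD, cut at about 27% in these data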;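 further: 0% = acetylcholine EC80 with DMSO and 100% = DMSO without agonist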
TAAR1 ag: agonists of human TAAR1; actives 0.99% (n = 360,000); activation, % at 3 µM; CHO RD-HGA16 TAAR1, Fluo-8 calcium fluorescence; vehicle wells 0%, saturating PEA agonist 100%;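 active means activation above the mean activation of all test compounds in the run plus 3 SD, cut at about 38% in these data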
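Test system: RD-HGA16 (CHO) cells co-expressing Gα16 and hTAAR1; dosing: one-point dosing at 3 µM (nominal); timing: 17-24 h seeding, 75 min 37 °C dye, 30 min RT; signal: kinetic Fluo-8 calcium fluorescence; read-out basis: % activation relative to PEA EC100 response; controls: DMSO and PEA EC100; replicates: n 1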
CHRM4 PAM: potentiates acetylcholine response at human M4 receptor; P08173; activation, % at 3 µM; actives 0.4% (n = 360,000); CHO-K1 hM4/Gqi5, Fluo-8 calcium fluorescence, ACh EC20; 0% = ACh EC20, 100% = maximal ACh;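 active means activation above its plate's cutoff, the mean activation of sample wells plus 3 SD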; further: some results filed as inactive read as strong as hits
Target sequence (P08173 whole entry, looked up): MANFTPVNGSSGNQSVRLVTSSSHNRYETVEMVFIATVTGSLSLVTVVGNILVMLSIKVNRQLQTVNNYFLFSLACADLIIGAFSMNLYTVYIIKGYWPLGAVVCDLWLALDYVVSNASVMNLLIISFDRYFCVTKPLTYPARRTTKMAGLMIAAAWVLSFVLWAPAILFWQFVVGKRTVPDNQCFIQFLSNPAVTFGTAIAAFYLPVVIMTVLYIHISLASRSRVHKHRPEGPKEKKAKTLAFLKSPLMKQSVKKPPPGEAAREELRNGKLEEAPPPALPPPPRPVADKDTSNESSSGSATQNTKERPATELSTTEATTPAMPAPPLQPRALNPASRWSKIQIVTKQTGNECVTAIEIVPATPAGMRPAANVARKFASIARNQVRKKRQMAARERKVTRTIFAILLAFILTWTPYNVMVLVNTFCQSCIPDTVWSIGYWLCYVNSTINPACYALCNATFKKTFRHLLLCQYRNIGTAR
CRFR2-BP ag: CRF-BP/CRF-R2 complex agonism; HEK293 CRF-R2/CRF-BP, calcium dye fluorescence (FLIPR); percent of saturating CRF peptide response; actives 0.46% (n = 350,000); AID 588473; activation, % at 13.2 µM;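 active means activation of at least 50%, plus an integration ratio under a set limit after plate pattern correction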;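 further: plate controls were neutral control wells without compound for no effect and CRF at EC100 for full effect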
M5 PAM: potentiates acetylcholine response at human M5 receptor; AID 624038; P08912; activation, % at 3 µM; actives 0.3% (n = 360,000); CHO-K1 hM5, Fluo-8 calcium, ACh EC20 PAM; 0% = ACh EC20, 100% = ACh EC100;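 active means activation above the run cutoff, the mean activation of all test compounds plus 3 SD, cut at about 18% in these data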
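System: CHO-K1 cell line with stable human muscarinic M5 receptor expression | Also added: EC20 acetylcholine as agonist stimulus | Compound: One concentration, 3 µM final (nominal) | Timing: Fluo-8 loading 80 min at 37 °C plus 30 min room temperature | Measured by: Fluo-8 calcium dye fluorescence, kinetic read | Read-out basis: % activation, ACh-normalized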
TAAR1 antagonist: human TAAR1 antagonism | Q96RJ0 | CHO RD-HGA16 TAAR1, Fluo-8 calcium fluorescence, antagonist | inhibition, % at 3 µM | actives 1.5% (n = 360,000);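 active means inhibition above a per-plate cutoff, the mean inhibition of test compounds on that plate plus 3 SD, cut at about 49% in these data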;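 further: 0% = DMSO plus EC80 beta-PEA response and 100% = DMSO alone without agonist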
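System: RD-HGA16 CHO cells with stable hTAAR1 and Gα16 | Probe or stimulus: EC80 β-phenethylamine stimulus | Dosing: 3 µM, single point | Times: Dye loading 75 min at 37 °C, then 30 min room temperature | Measured by: Fluo-8 calcium-sensitive fluorescence | Read-out basis: % inhibition of agonist calcium response | Replicates: n of 1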
CHO-K1 Ca PAM: nonselective activator or artifact in parental CHO-K1 calcium assay; ATP EC20, Fluo-8 calcium fluorescence; 0% at ATP EC20, 100% at ATP max; activation, % at 3 µM; actives 0.02% (n = 360,000);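 active means activation above the run cutoff, the mean activation of all test compounds plus 3 SD, cut at about 40% in these data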;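 further: peak over basal fluorescence ratio in a 140 s read after ATP addition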
* = called active by the depositor; x = no result given. Rows are unselected. Share with any hit: about 4.2%.

SMILES	CRFR2-BP antag	M5 ag	M5 antag	TAAR1 ag	CHRM4 PAM	CRFR2-BP ag	M5 PAM	TAAR1 antagonist	CHO-K1 Ca PAM
O=C(CSCc1ccccc1)NC1CCSC1=O (stereo unspecified)	-1	-3	1	3	1	-3.1	-3	-8	19
CCc1cccc(C)c1NC(=O)CCCn1c(=O)c2cccn2c2cccnc21	22	-2	-5	1	2	-0.3	2	-9	0
COc1ccccc1C(=O)Nc1ccc2c(c1)nc(CCNC(C)=O)n2C	5	-1	-4	8	-1	-0.6	0	-1	18
CCOc1cccc2sc(N(CCN(C)C)C(=O)/C=C/c3cccs3)nc12	-3	-4	11	x	-8	-0.3	-8	x	3
N#CC1=C(N)OC2=C(C(=O)CCC2)C1c1ccccc1 (stereo unspecified)	-12	2	-7	1	11	-0.6	10	-8	-8
O=C(CN1C2=NCCCN2c2ccccc21)c1ccc(Br)s1	-21	-11	16	12	-5	-0.7	-10	-13	6
Cc1cc(NC(=O)COC(=O)CNC(=O)c2cccs2)c([N+](=O)[O-])cc1C	4	4	4	3	5	-3.4	-4	1	-2
CCCCn1cnc2c([nH]c3ccccc32)c1=O	-7	1	0	14	0	0.7	2	-7	-2
CN(C)C(CNC(=O)c1cc(S(=O)(=O)N2CCOCC2)ccc1Cl)c1cccs1 (stereo unspecified)	2	-4	16	16	-2	-0.1	1	-17	-2
COc1cccc(NC(=O)CN(C)C(=O)C(C)Sc2ccccc2)c1 (stereo unspecified)	2	2	2	1	3	-0.8	-1	-9	4
COc1ccc(Cl)cc1-c1cc(C(=O)Nc2ccc(Br)cc2)[nH]n1	x	0	3	2	-7	x	-8	-3	-6
CCOC(=O)CCNC(=O)N1CCCC(N(C)CCc2ccc(OC)c(OC)c2)C1 (stereo unspecified)	-2	-1	-5	4	9	0.5	13	-16	18
O=[N+]([O-])c1ccccc1/C=C/CN1CCN(Cc2ccc3c(c2)OCO3)CC1	8	-12	2	6	-3	-0.6	3	-1	-12
Cc1cccc(CNC(=O)CC2C(=O)NCCN2C2CCCC2)c1 (stereo unspecified)	7	-4	-8	0	7	3.5	9	1	-1
O=C(NCc1ccccn1)c1ccc(Br)s1	-2	0	-4	3	-5	-6.3	-1	-11	-7
O=S(=O)(Cc1ccccc1)N1CCN(c2ccccc2)CC1	0	-6	-4	-1	4	-0.8	-6	-12	15
O=C(Nc1ccccc1Oc1ccccc1)C1=COCCO1	-5	-4	10	2	-5	0.7	0	-6	-26
CCOC(=O)c1cc(C#N)c(SCC(=O)c2cc(C#N)c(SC)nc2C)nc1C	-31	0	-5	5	-13	-0.2	6	6	2
O=C(COc1ccc([N+](=O)[O-])cc1)Nc1ccc(S(=O)(=O)N2CCOCC2)cc1	-18	14	9	47*	-3	2.3	-7	-7	8
Cc1ccsc1C(=O)NNC(=O)C1C2C=CC(C2)C1C(=O)O (stereo unspecified)	-4	1	7	9	-3	-2.8	-3	-4	6
COc1ccccc1CNS(=O)(=O)c1c(C(=O)N2CCCC2)c(C)n(C)c1C	-19	-2	23	1	-4	0.3	-11	-21	-8
C=CCn1c(SCc2cccc(F)c2)nc2cc(C(=O)N3CCC(C(N)=O)CC3)ccc2c1=O	-11	-1	18	9	-8	1.5	-12	63*	-2
CN(Cc1nc(-c2ccncc2)no1)S(=O)(=O)c1ccc(Cl)cc1	3	5	1	8	-2	-1.5	-4	18	9
CCCc1c(C(=O)NNc2cccc(Cl)c2)cnn1-c1ccccc1	3	1	4	8	2	-1.5	-5	-9	-5
O=C1CN(C(=O)c2ccc(Br)o2)C(c2ccccc2)c2cc(Cl)ccc2N1 (stereo unspecified)	-13	0	0	2	-7	-0.6	-8	2	25

In the list so far, these contain four or more nitrogen atoms:
SMILES	CRFR2-BP antag	M5 ag	M5 antag	TAAR1 ag	CHRM4 PAM	CRFR2-BP ag	M5 PAM	TAAR1 antagonist	CHO-K1 Ca PAM
CCc1cccc(C)c1NC(=O)CCCn1c(=O)c2cccn2c2cccnc21	22	-2	-5	1	2	-0.3	2	-9	0
COc1ccccc1C(=O)Nc1ccc2c(c1)nc(CCNC(C)=O)n2C	5	-1	-4	8	-1	-0.6	0	-1	18
CCOC(=O)c1cc(C#N)c(SCC(=O)c2cc(C#N)c(SC)nc2C)nc1C	-31	0	-5	5	-13	-0.2	6	6	2
C=CCn1c(SCc2cccc(F)c2)nc2cc(C(=O)N3CCC(C(N)=O)CC3)ccc2c1=O	-11	-1	18	9	-8	1.5	-12	63*	-2
CN(Cc1nc(-c2ccncc2)no1)S(=O)(=O)c1ccc(Cl)cc1	3	5	1	8	-2	-1.5	-4	18	9
CCCc1c(C(=O)NNc2cccc(Cl)c2)cnn1-c1ccccc1	3	1	4	8	2	-1.5	-5	-9	-5

The results go on.
SMILES	CRFR2-BP antag	M5 ag	M5 antag	TAAR1 ag	CHRM4 PAM	CRFR2-BP ag	M5 PAM	TAAR1 antagonist	CHO-K1 Ca PAM
S=c1[nH]nc(Cc2c[nH]c3ccccc23)o1	9	3	1	4	4	-0.4	-5	-5	3
CCOC(=O)N1CCN(C(=O)c2ccc3nc(N4CCC(C)CC4)sc3c2)CC1	-2	3	-2	10	16*	0.0	4	-31	11
CCCCn1c(=O)c(-[n+]2ccccc2)c([O-])c2ccccc21	-5	-5	-3	13	3	0.8	0	6	13
COc1cc(S(=O)(=O)NC(Cc2c[nH]c3ccccc23)C(=O)O)ccc1NC(C)=O (stereo unspecified)	-12	-2	2	-4	-1	-0.3	-3	4	0
COc1ccc(-c2nnn(CC(=O)N(CCCN3CCOCC3)C(C(=O)NC3CCCC3)c3ccc(C)o3)n2)cc1 (stereo unspecified)	-28	-3	7	3	-3	3.9	13	19	27
CCc1c(-c2ccccc2)nc(N)c(C#N)c1-c1cccs1	-51	-1	3	14	-1	1.9	-5	25	-2
CC(=O)c1cccc(NC(=O)c2cnn(-c3ccccc3)c2C)c1	-4	6	5	6	-2	4.3	-1	3	20
Cc1ccc(Nc2nc3ccccc3c(=O)[nH]2)cc1C	-68	-4	-4	17	13	23	-8	7	10
CC(=O)c1cccc(OCc2cc(C(=O)N(C)Cc3cnccn3)no2)c1	-1	1	1	2	5	-0.2	1	-1	28
COCCN1C(=O)COc2ccccc2C1C(=O)NC1CCCCC1 (stereo unspecified)	x	0	14	2	-5	x	-5	-25	-14
COc1ccc(NC(=O)CSc2ccc3nnc(-c4ccccn4)n3n2)cc1OC	4	-5	10	-1	10	-1.4	-1	-22	-4
COc1ccc(N=C2SC(C(=O)O)CC(=O)N2C)cc1 (stereo unspecified)	18	0	-4	3	7	-0.1	-5	-19	1
O=C(CSc1nnc(CNC(=O)c2c(F)cccc2Cl)o1)NCc1ccccc1	3	-5	4	0	7	-1.1	6	-2	6
CC1CCCN(c2ccc(F)cc2N)C1 (stereo unspecified)	12	-13	8	1	-4	-0.9	1	-49	-9
Cn1c(N=NC(=O)c2ccccc2)c(O)c2ccccc21	0	-4	-2	2	3	-0.5	-3	2	5
C/C(=N/Nc1ccc(Cl)cc1)c1cnnc(-c2ccccc2)n1	-2	4	1	4	4	-0.2	0	8	-12
O=C(Cn1cnc2ccccc2c1=O)c1ccc(Br)cc1	12	-1	-11	3	11	-2.1	-1	-5	25
CCN1/C(=C/c2ccc3cc(C)ccc3[n+]2CC)Sc2cc(C)ccc21	-184	8	42*	18	-17	131*	-22	26	-15
CCCCC(=O)Nc1ccc2c3c(cccc13)CC2	17	-5	-2	0	1	-2.6	6	-14	18
NCCN1CCN(CC(=O)N2c3ccccc3C(=O)Nc3cccnc32)CC1	17	-6	9	3	-2	1.2	1	-12	8
COc1cccc(CNn2cnnc2)c1OCc1ccc(F)cc1	-8	-1	-2	2	-4	-1.2	-1	11	10
CC1(Cc2cc(Cl)ccc2C(F)(F)F)C(=O)Nc2ccc(-c3ccc(F)c(Cl)c3)cc21 (stereo unspecified)	x	3	-5	1	8	x	-1	-29	18
Cc1ccc(S(=O)(=O)CS(=O)(=O)c2ccc(C)cc2)cc1	25	-4	5	2	-1	0.3	-1	-6	8
C/C(=N\NC(=O)C(NC(=O)c1ccccc1)C(C)C)c1ccccc1 (stereo unspecified)	4	-5	-2	11	6	-0.7	3	-3	22
COc1cc2c(cc1OC(C)=O)CCCCC2=O	9	-3	18	-1	1	1.6	-8	-13	14

Carrying on:
SMILES	CRFR2-BP antag	M5 ag	M5 antag	TAAR1 ag	CHRM4 PAM	CRFR2-BP ag	M5 PAM	TAAR1 antagonist	CHO-K1 Ca PAM
COc1ccc(CC(N)c2csc(NC(=O)Nc3ccc(OC)cc3)n2)cc1 (stereo unspecified)	x	0	9	25	1	x	-1	26	18
CC1CC1C(=O)N(C)CC(=O)Nc1ccc(Cl)c(C(F)(F)F)c1 (stereo unspecified)	3	2	0	8	0	-0.7	-4	6	-12
O=C(C[n+]1ccn(CCCNP2(=O)C=C(c3ccccc3)OC(c3ccccc3)=C2)c1)c1cccs1	8	-11	5	8	-3	-1.9	1	15	0
COC(=O)c1ccccc1NC(=O)C12CCC(C)(C(=O)O1)C2(C)C (stereo unspecified)	2	2	-3	10	1	-2.3	2	4	2
[O-]/[N+](=C/c1cccnc1)c1ccc(Br)cc1	-28	3	2	23	3	-4.6	-4	-2	10
O=C(NCc1ccco1)c1sc2cc(Cl)ccc2c1Cl	5	-1	1	-1	-7	0.3	-5	2	7
CCOc1ccc(CCNC(=O)c2cc(-c3ccccc3)c(N3CCOCC3)s2)cc1OCC	19	x	x	0	x	-0.2	x	30	x
Cc1cccc(NC(=O)C2Cc3ccccc3CN2C(=O)OCc2ccccc2)c1C (stereo unspecified)	7	x	x	4	x	-1.9	x	16	x
COc1ccc(NC(=O)C2Cc3c(-c4ccc(Cl)cc4)ccnc3O2)cc1OC (stereo unspecified)	x	3	11	7	-4	x	-6	3	10
Cc1ccc([N+](=O)[O-])cc1N(CC(=O)Nc1ccc(S(=O)(=O)Nc2cccc(C(F)(F)F)c2)cc1)S(C)(=O)=O	-6	1	4	5	7	-0.6	3	5	-5
CCOc1ccccc1-c1nc(-c2ccc(NC(=O)Cc3ccc(OC)cc3)cc2)no1	9	0	2	5	3	4.9	-1	-12	-5
CCn1c(SCC(=O)Nc2ccc(OC)c(OC)c2)nnc1-c1cnccn1	-18	1	-6	2	-2	-0.4	9	-18	-6
COC(=O)CCCC1=CC2=CC(=O)C(C)(OC(=O)c3cccs3)C(=O)C2=CN1CCCOC(C)C (stereo unspecified)	7	3	9	2	8	9.1	6	-9	14
CCOC(=O)CC1CCCCN1C(=O)c1ccc2oc(CCc3ccccc3)nc2c1 (stereo unspecified)	3	-3	3	1	-3	-2.7	-2	-21	13
O=C(NCc1ccncc1)C1CCCCC1	0	0	-5	3	1	0.6	4	6	17
O=C(NCCc1ccc(Cl)cc1)C1COc2ccccc2O1 (stereo unspecified)	-6	-7	1	3	6	-1.6	2	-23	12

Screens as filed in PubChem.
